Bioassay records (PubChem BioAssay)
FEN1 inh: inhibitors of human flap endonuclease 1. hit rate 0.35% among 390,000. Potency, µM (highest dose often 114 µM), for the others: at the top dose activity change, negative = inhibition, actives largely listed as inhibitors. Recombinant FEN1 flap cleavage, fluorescence, 15 min. P39748; also: nearly all actives have a fitted effect of over 65% in size
Target sequence (P39748 whole entry, looked up): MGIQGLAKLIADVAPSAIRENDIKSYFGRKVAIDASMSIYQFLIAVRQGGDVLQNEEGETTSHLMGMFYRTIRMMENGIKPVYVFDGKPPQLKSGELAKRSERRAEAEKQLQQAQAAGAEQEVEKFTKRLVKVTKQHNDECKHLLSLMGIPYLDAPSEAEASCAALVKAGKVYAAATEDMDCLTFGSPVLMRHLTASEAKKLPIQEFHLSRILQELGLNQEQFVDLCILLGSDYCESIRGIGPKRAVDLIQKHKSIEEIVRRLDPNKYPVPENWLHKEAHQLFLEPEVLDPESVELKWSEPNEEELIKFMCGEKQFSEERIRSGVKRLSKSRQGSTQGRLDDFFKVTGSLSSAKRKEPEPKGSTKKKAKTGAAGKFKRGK
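FEN1 at 10 nM preincubated with compounds 15 min at room temperature, then flap DNA substrate added at 50 nM final. Signal read at 0 and 15 min; concentration-response fitted with four-parameter Hill equation.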
TDP1 block: TDP1 (human) enzyme inhibition; hit rate 0.28% among 350,000; Q9NUW8; recombinant TDP1, AlphaScreen DNA substrate cleavage; Potency, µM (highest dose often 130 µM), for inactives: at the highest dose activity change, negative = inhibition, usual class: inhibitors; also: nearly all actives have a fitted effect of over 40% in size
Target sequence (Q9NUW8 whole entry, looked up): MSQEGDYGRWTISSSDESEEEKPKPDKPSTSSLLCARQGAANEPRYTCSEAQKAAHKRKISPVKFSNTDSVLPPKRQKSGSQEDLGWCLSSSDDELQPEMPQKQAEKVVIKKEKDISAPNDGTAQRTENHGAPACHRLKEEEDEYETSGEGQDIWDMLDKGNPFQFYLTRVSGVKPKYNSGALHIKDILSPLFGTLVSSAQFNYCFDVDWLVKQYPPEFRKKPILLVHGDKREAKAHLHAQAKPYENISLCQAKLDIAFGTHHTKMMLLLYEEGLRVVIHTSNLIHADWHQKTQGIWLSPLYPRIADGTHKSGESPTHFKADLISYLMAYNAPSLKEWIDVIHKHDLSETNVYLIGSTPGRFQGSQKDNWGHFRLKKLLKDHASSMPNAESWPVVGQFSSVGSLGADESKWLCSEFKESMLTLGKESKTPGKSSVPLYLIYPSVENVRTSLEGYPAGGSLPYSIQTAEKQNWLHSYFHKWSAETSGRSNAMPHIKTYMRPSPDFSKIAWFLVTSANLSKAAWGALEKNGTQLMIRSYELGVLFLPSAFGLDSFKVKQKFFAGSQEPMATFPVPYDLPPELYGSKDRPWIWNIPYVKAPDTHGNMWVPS
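Enzyme-compound mixtures sat 15 min at room temperature, followed by a 5 min reaction with 15 nM final substrate and 10 min with AlphaScreen beads. Recombinant human Tdp1 was used at 1 nM final.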
N370S GC mod: N370S glucocerebrosidase modulation, Gaucher chaperone candidate; hit rate 0.092% among 330,000; N370S GC spleen homogenate, 4MU-glucoside fluorescence; P04062; AID 2101; Potency, µM (doses to about 59.4 µM), without a hit: at the highest dose activity change, negative = inhibition, usual class: inhibitors;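 also: 0% = full enzyme activity and -100% = no enzyme basal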
* = called active by the depositor; ? = inconclusive; . = not tested or not shown; & = joins results of further samples; [ ] = remark or other dose. Calls follow the shape of the dose curve; as a rule, active = well fitted curve in the direction sought with a large enough effect; inconclusive = small, poorly fitted or top-dose-only effect, or another doubt; inactive = no such curve, though single readings can be large; an effect the other way counts as inactive or inconclusive. Unless noted, % is scaled to controls: 0 for no effect and ±100 for the full control effect; potency is read from the fitted curve at half-maximal effect.

FEN1 inh	TDP1 block	N370S GC mod	Molecule
-14%	5%	-2%	Cc1ccccc1C(=O)N1CCCC(CCC(=O)N2CCN(c3ccccn3)CC2)C1 (stereo not given)
-12%	-7%	?	COc1ccc(-c2cc(-c3ccccc3)nc(N3CCCC3)n2)cc1OC
-3%	0%	-2%	c1ccc(-n2ncc3c(N4CCC5(CC4)OCCO5)ncnc32)cc1
5%	4%	-11%	CS(=O)(=O)N1CC(C(=O)NC2CC2)Oc2ccc(Cl)cc21 (stereo not given)
-10%	1%	-7%	COc1ccccc1C(CNC(=S)NCc1ccccc1)N1CCCC1 (stereo not given)
-5%	.	-4%	COc1cccc(N2CC(C)Cn3c2nc2c3c(=O)[nH]c(=O)n2C)c1 (stereo not given)
-7%	5%	18%	CCO/N=C(/C)c1c(O)cc(C(C)(C)C)n(-c2ccccc2)c1=O
-9%	4%	-5%	COCCNC(=O)Nc1ccc2nc(-c3cccs3)c(-c3cccs3)nc2c1
1%	0%	-12%	COc1ccc(-c2cc(C(F)(F)F)nc(SCCC(=O)N3CCN4CCCC4C3)n2)cc1 (stereo not given)
-11%	3%	-5%	CCCOC(=O)/C=C/c1c(C)[nH]c(=O)[nH]c1=O
-2%	0%	19%	Cc1cc(Cl)ccc1OC(C)C(=O)N1CCCN(C(=O)C(C)Oc2ccc(Cl)cc2C)CC1 (stereo not given)
-9%	3%	.	CC(C)OC(=O)c1c(NC(=O)C2c3ccccc3Oc3ccccc32)sc2c1CCCC2
-4%	-2%	-1%	Cc1ccc(Oc2cc(C#N)c(C#N)cc2-n2nnc3ccccc32)cc1C
3%	3%	2%	CC(Oc1ccc(Cl)cc1Cl)c1ccn[nH]1 (stereo not given)
-2%	6%	.	Cc1oc2ccc(O)c(CN3CCCC3)c2c1C(=O)Nc1cccc(Cl)c1C
8%	0%	.	C[C@H](CO)N1C[C@H](C)[C@@H](CN(C)S(=O)(=O)c2ccc(F)cc2)Oc2ccc(NC(=O)Nc3ccccc3)cc2C1=O
2%	1%	4%	COc1ccccc1CC(=O)Nc1cccc(S(=O)(=O)N2CCOCC2)c1
0%	3%	1%	CC1=NN(c2ccccc2)C(=O)/C1=C\c1cc(C)n(-c2ccccc2)c1C
-5%	.	-2%	CCC(C)[C@H](NC(=O)[C@@H]1Cc2c([nH]c3ccccc23)C2c3ccccc3C(=O)N21)C(=O)NCC1CCCO1 (stereo not given in full)
1%	.	-8%	Nc1cc(C(=O)OCC(=O)NCCCc2ccccc2)ccc1Cl

The list continues:
FEN1 inh	TDP1 block	N370S GC mod	Molecule
-1%	-1%	4%	Cc1nnc(SCC(=O)Nc2cccc(S(=O)(=O)N(C)c3ccccc3)c2)s1
-21%	3%	?	COc1ccc(OC)c(C=Nc2ccccc2-c2nc3ccccc3[nH]2)c1
10%	-1%	.	Cc1cccc(N(C)S(=O)(=O)c2nnc(NC(=O)C(C)(C)C)s2)c1
-5%	.	1%	Cc1cccc2c1cnn2C(=O)Nc1cc(F)ccc1F
13%	.	3%	O=C(O)c1cc(-c2ccc(Cl)s2)[nH]n1
1%	-2%	-6%	CC(=O)Nc1cccc(NS(=O)(=O)c2cc3c4c(c2)CCN4C(=O)CC3)c1
-3%	-4%	1%	O=C(O)CNC(=S)N(Cc1ccco1)Cc1ccccc1Cl
-1%	-2%	-11%	CC(C)[C@H](NC(=O)c1ccccc1)C(=O)N1CCc2ccccc21
-9%	0%	0%	CCN(CC(=O)Nc1c(F)cccc1F)C(=O)c1cc(-c2cccs2)nn1-c1ccccc1
2%	1%	16%	COc1ccc(C2Nc3ccccc3C(=O)N2Cc2ccccc2)cc1CSc1ccccn1 (stereo not given)
6%	8%	-6%	Cc1ccc(SCCSc2nc(N)cc(=O)[nH]2)cc1
?	-3%	.	C=CC[C@@H](Cc1ccc(F)cc1)C(=O)OC[C@@H]1CCCN1C(=O)[C@H](CC=C)CC(=O)N(CCO)Cc1ccccc1
-5%	4%	.	CCOc1ccc(NC(=O)CN2CCN(CC(=O)Nc3ccc(N(CC)CC)cc3)CC2)cc1
-4%	8%	8%	O=C(OC1CCCCC1=O)c1ccc(S(=O)(=O)Nc2ccccc2)cc1 (stereo not given)
3%	-2%	-24%	CC(=O)Nc1ccc(S(=O)(=O)NNC(=O)c2ccc3c(c2)OCO3)cc1
.	8%[21 µM]	11%[12.8 µM]	C/C=C/C1Oc2ccc(OC)cc2N2C(=O)C(C)C(OCOC)C12 (stereo not given)
8%	-5%	20%	COC(CNC(=O)c1ccc(Cn2c(=S)[nH]c3cc4c(cc3c2=O)OCO4)cc1)OC
4%	0%	-7%	C(=N\n1cnnc1)/c1cccs1
-5%	.	3%	Cc1ccc(NNC(=O)c2snnc2C)cc1Cl
0%	-1%	13%	COc1ccc(-c2cc(N3C(=O)Nc4ccccc4N3O)n[nH]2)cc1

The results go on.
FEN1 inh	TDP1 block	N370S GC mod	Molecule
19%	.	-25%	CCOCCCNC(=O)c1ccccc1NC(=O)C1=C(C)OCCS1
0%	5%	-3%	COC(=O)c1cc(C(=O)OC)cc(-n2c(C)cc(C(=O)CC#N)c2C)c1
2%	0%	0%	CC(C)(C)C(=O)Nc1cccc2[nH]ncc12
?	1%[56.1 µM]	.	COc1ccccc1CNC(=O)COC(=O)c1ccc([N+](=O)[O-])o1
-4%	-4%	6%	CCN(CC)c1nc(Nc2ccccc2)nc(Oc2ccc(C(=O)OC)cc2)n1
12%	5%	-6%	COc1ccc(Cc2nnc(NS(=O)(=O)c3ccc(NC(C)=O)cc3)s2)cc1
22%	-5%	0%	Cn1cnnc1SCC(=O)Nc1ccccc1
5%	8%	-2%	COc1ccc(-n2c(SCC(=O)NNC(=O)c3ccc(C)cc3)nnc2-c2ccncc2)cc1
-19%	15%[56.1 µM]	0%	COc1ccc(-c2nn(-c3ccccc3)cc2C(=O)Nc2nccs2)cc1OC
-7%	1%	-2%	Cc1ccc(NC(=O)CSc2nnc(C)c(=O)n2N)cc1Cl
9%	4%	1%	CC1CCCCC1NC(=O)C1Cc2ccccc2CN1S(C)(=O)=O (stereo not given)
-24%	5%	-1%	CCC1=NN(C(=O)c2ccccc2O)C(O)(c2ccccc2)C1 (stereo not given)
.	?	-4%[21.6 µM]	CO[C@]1(NC(=O)[C@H](C(=O)O)c2ccc(O)cc2)C(=O)N2C(C(=O)O)=C(CSc3nnnn3C)CO[C@H]21
-12%	10%	-29%	CCOC(=O)c1ccc(N(C(=O)c2cnccn2)C(C(=O)NC2CCCCC2)c2cn(C)nc2C)cc1 (stereo not given)
-9%	6%	4%	CC1(C(=O)NC2CCCC2)CCC(=O)N1Cc1ccccc1Cl (stereo not given)
1%	0%	24%	COc1ccc(C2C(Oc3ccccc3C)C(=O)N2Cc2ccc(F)cc2)cc1OC (stereo not given)
7%	1%	.	N#Cc1cccc(C(=O)Nc2cc(S(=O)(=O)N3CCOCC3)ccc2N2CCCC2)c1
-2%	-1%[56.1 µM]	0%	Cc1ccc(S(=O)(=O)N2CCCC(C(=O)NCc3ccco3)C2)cc1Cl (stereo not given)
2%	7%	4%	CC1CC(C)CN(c2nc3c(c(=O)n(C)c(=O)n3C)n2C)C1 (stereo not given)
7%	7%	-14%	C/C(=N/N=C(/N)SCc1ccccc1)C(C)(C)C

Going on with the list.
FEN1 inh	TDP1 block	N370S GC mod	Molecule
-5%	6%	11%	CC(C)c1ccc2[nH]c3c(c2c1)CCCC3=O
-3%	5%	-29%	COc1cc(C2NCC(c3ccc(Cl)cc3Cl)c3c2[nH]c2ccccc32)cc(OC)c1OC (stereo not given)
2%	8%	-11%	Cc1ccc2nc(C3CCCN(C(=S)Nc4cccc(C)c4C)C3)[nH]c2c1 (stereo not given)
2%	-7%	-3%	CCn1nc(C)c(CNC(=O)Nc2ccc3c(c2)OCO3)c1C
1%	5%	-16%	COC(=O)NCc1ccc(Cl)c(Cl)c1
?	6%	.	CCC(CO)Oc1cc(NCc2cccc(C(F)(F)F)c2)c2ncn(C(C)C)c2c1 (stereo not given)
6%	.	-4%	COc1ccc(OC)c(NC(=O)COc2ccc(Br)cc2)c1
3%	3%	-5%	CCOc1ccc(NC(=O)CN2CCN(C3c4ccccc4-c4ccccc43)CC2)cc1
.	2%	4%	Nc1nc2[nH]c(=O)cnc2c(=O)[nH]1
-12%	5%	.	COc1ccccc1NC(=O)CSc1nc(-c2ccc(C(C)(C)C)cc2)c(C#N)c(=O)[nH]1
4%	1%	0%	CCN(CC(=O)NCc1ccc(F)cc1)C(=O)CN1CCN(c2ccccc2OC)CC1
-3%	3%	3%	CCOC(=O)NC(NC(=S)Nc1ccc(OC)cc1)C(Cl)(Cl)Cl (stereo not given)
-1%&-17%	7%&9%	-1%	COc1ccc(NC(=O)CCn2c(=O)c3cccn3c3ccccc32)c(OC)c1
2%	-3%	0%	Nc1cccc(CCc2nc3ccccc3[nH]2)c1
2%	5%	-16%	CCOC(=O)c1ccc2ncc(C(=O)OCC)c(NCCCN3CCOCC3)c2c1
12%	2%	5%	CC(=O)Nc1ccc(C(=O)N/N=C(\C)CC(=O)Nc2ccc(OCc3ccccc3)cc2)cc1
11%	1%	.	CCCCn1c(N)c(N(CC)C(=O)c2c(C)noc2C)c(=O)[nH]c1=O
-7%	3%	8%	COC(=O)c1ccccc1NC(=O)C(CCS(C)(=O)=O)NC(C)=O (stereo not given)
3%	.	0%	O=C(Nc1ccccc1Oc1ccccc1)c1cccs1
-16%	7%	-11%	O=C(Nc1cccnc1)C1CCCN(c2ncnc3c2nc2n3CCCCC2)C1 (stereo not given)

Structures shown so far with a cyano group (four):
FEN1 inh	TDP1 block	N370S GC mod	Molecule
-4%	-2%	-1%	Cc1ccc(Oc2cc(C#N)c(C#N)cc2-n2nnc3ccccc32)cc1C
0%	5%	-3%	COC(=O)c1cc(C(=O)OC)cc(-n2c(C)cc(C(=O)CC#N)c2C)c1
7%	1%	.	N#Cc1cccc(C(=O)Nc2cc(S(=O)(=O)N3CCOCC3)ccc2N2CCCC2)c1
-12%	5%	.	COc1ccccc1NC(=O)CSc1nc(-c2ccc(C(C)(C)C)cc2)c(C#N)c(=O)[nH]1

(listing goes on)
FEN1 inh	TDP1 block	N370S GC mod	Molecule
-7%	2%	1%[2.35 µM]	CCOC(=O)c1ccc(NC(=O)CNC(=O)C2CCCCC2)cc1
-17%	2%	-10%	CCN1C(=O)C2(C(C(=O)c3ccc(C)o3)=C(O)C(=O)N2CCCN2CCOCC2)c2ccccc21 (stereo not given)
-1%	7%	14%	O=C(Nc1ccn(Cc2ccccc2F)n1)c1ccc(COc2ccc(Cl)cc2Cl)o1
-15%	3%	18%	CCN(c1ccccc1)S(=O)(=O)c1ccc(Cl)c(NC(=O)COC(=O)c2ccc(Cl)c(N)c2)c1
2%	2%	-4%	CCNC(=O)Cn1cc(C(F)(F)F)cc(Cl)c1=O
-4%	7%	-12%	Cc1ccc(N2C(=O)C3ON(c4ccccc4)C(c4ccncc4)C3C2=O)c(C)c1 (stereo not given)
27%	.	-1%	CC#CC(=O)N1CCCC(C(=O)c2ccc(SC)cc2)C1 (stereo not given)
8%	.	-6%	COc1ccc(/C(C)=N/N2CCCCC2)c(O)c1
4%	0%[56.1 µM]	.	Nc1ncnc2c1ncn2[C@@H]1O[C@H](CNS(=O)(=O)C2CC2)[C@@H](O)[C@H]1O
.	16%	5%	CCC(C)(C)C
0%	8%	.	Cc1ccc(-c2noc(-c3nnn(CC(=O)Nc4cc(Cl)ccc4C)c3N)n2)cc1
12%	.	0%	COc1cccc(N(CC(=O)NCCSCc2ccc(C)cc2)S(C)(=O)=O)c1
-1%	5%	.	Cc1ccc2c(c1)C(=O)OC(C(=O)Nc1ncc(Cc3ccc(Cl)cc3)s1)C2 (stereo not given)
20%	1%	.	O=C(Cn1ncc2c(=O)oc3ccccc3c21)NCc1ccc(Cl)cc1
21%	.	-3%	COc1cc(OC)c(C2=NOC(C(=O)NCc3cccnc3)C2)cc1Cl (stereo not given)
6%	3%	17%	COC(=O)C(Cc1ccc(O)cc1)NC(=O)C(C)Oc1ccccc1 (stereo not given)
7%	2%	.	CN(C(=O)CN1C(=O)c2ccccc2S1(=O)=O)C1CCCCC1
11%	.	-8%	CCN(CC(=O)Nc1ccc(NC(C)=O)cc1)C(=O)c1ccc(N2CCCC2)c([N+](=O)[O-])c1
-12%	1%	-4%	COc1ccc2c(c1)c1nc3ccccc3nc1n2Cc1ccc(OC)c(OC)c1

Exported as a markdown table: entries from further up
| SMILES | FEN1 inh | TDP1 block | N370S GC mod |
| --- | --- | --- | --- |
| CC(Oc1ccc(Cl)cc1Cl)c1ccn[nH]1 (stereo not given) | 3% | 3% | 2% |
| Cc1oc2ccc(O)c(CN3CCCC3)c2c1C(=O)Nc1cccc(Cl)c1C | -2% | 6% | . |
| C[C@H](CO)N1C[C@H](C)[C@@H](CN(C)S(=O)(=O)c2ccc(F)cc2)Oc2ccc(NC(=O)Nc3ccccc3)cc2C1=O | 8% | 0% | . |
| COc1ccccc1CC(=O)Nc1cccc(S(=O)(=O)N2CCOCC2)c1 | 2% | 1% | 4% |
| CC1=NN(c2ccccc2)C(=O)/C1=C\c1cc(C)n(-c2ccccc2)c1C | 0% | 3% | 1% |
